From PubChem
ATG4B inhibitor: ATG4B (human) cysteine protease inhibition | inhibition, % at 8.33 µM | actives 0.51% (n = 340,000) | AID 504462 | ATG4B cleavage of LC3-PLA2, NBD-HPC fluorescence, 1 h; in the data active means inhibition above about 40%
Target sequence (Q9Y4P1 whole entry, looked up): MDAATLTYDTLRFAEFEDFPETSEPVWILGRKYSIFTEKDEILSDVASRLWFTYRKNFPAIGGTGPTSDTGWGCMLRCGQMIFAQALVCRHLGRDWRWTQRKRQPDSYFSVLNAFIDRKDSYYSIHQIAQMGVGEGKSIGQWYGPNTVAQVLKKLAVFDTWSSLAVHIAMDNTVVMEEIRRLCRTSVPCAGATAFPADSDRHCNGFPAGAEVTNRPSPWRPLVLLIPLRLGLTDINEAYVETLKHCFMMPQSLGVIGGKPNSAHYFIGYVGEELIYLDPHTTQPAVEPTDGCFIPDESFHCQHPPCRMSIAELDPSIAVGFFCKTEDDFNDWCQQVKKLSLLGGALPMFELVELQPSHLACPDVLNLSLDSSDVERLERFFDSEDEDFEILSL
SENP8 block: SENP8 (human) protease inhibition; actives 0.64% (n = 360,000); inhibition, % at 20 µM; Q96LD8; recombinant SENP8, Nedd8 substrate fluorescence; in the data active means inhibition mostly above about 40%, no sharp cut-off; inactive means mostly below about 27%
Target sequence (Q96LD8 whole entry, looked up): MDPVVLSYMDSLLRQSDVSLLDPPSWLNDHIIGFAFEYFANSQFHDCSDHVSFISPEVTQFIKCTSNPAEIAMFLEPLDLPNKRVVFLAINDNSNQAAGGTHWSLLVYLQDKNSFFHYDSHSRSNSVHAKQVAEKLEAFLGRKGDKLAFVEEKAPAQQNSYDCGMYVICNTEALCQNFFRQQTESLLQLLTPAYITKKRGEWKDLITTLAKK
GRIN3A LBD mod: modulators (binders) of human NR3A ligand-binding domain | NR3A LBD differential scanning fluorimetry, Tm shift; 0% = protein alone, 100% = glycine-bound protein | actives 2.5% (n = 340,000) | Tm shift relative to glycine control, % at 25 µM;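 active means melting temperature shift of at least 10% of the positive control shift, at one fixed dose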
SENP1 FRET inh: inhibitors of human SENP1 SUMO protease catalytic domain; recombinant SENP1 catalytic domain, CyPet-SUMO1-YPet FRET cleavage; inhibition, % at 10 µM; actives 0.21% (n = 360,000); AID 624204;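 active means inhibition at least 30% at 10 µM, raw YFP signal under a set limit, fluorescence ratio 0.5 to 1.5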;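 further: 0% = enzyme with DMSO and 100% = no enzyme wells; some results filed as inactive read as strong as hits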
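material = recombinant human SENP1 catalytic domain, His6-tagged | quantity = 20 pM enzyme | reagent = 25 nM SUMO1 FRET substrate | compound dosing = 10 µM single point, 0.5% DMSO | timing = 50 min enzyme reaction, room temperature, light-protected | detection = FRET, CFP and YFP emission | control set = no-enzyme low, enzyme-DMSO high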
hIAP activ: human IAP activation | actives 0.16% (n = 330,000) | purified human IAP, CDP-Star luminescence, 30 min; stronger effect = higher value; 1 = vehicle-only enzyme, 0 = enzyme-free background | activation factor at 10 µM;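 active means activation factor of the enzyme at least 2-fold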; further: the source names both 10 and 20 µM as test concentration; values of inactives mirror those of a sister screen read the other way
SENP6 inh: blocks the human protease SENP6; actives 1.8% (n = 330,000); AID 2599; inhibition, % at 10 µM; Recombinant SENP6 catalytic domain, aminoluciferin luminescence; Q9GZR1;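 active means inhibition above about 50% at the single tested dose, limit read from the data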;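 further: plate controls were DMSO wells with enzyme for no effect and DMSO wells lacking enzyme for full effect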
Target sequence (Q9GZR1 628-1112 limits assumed): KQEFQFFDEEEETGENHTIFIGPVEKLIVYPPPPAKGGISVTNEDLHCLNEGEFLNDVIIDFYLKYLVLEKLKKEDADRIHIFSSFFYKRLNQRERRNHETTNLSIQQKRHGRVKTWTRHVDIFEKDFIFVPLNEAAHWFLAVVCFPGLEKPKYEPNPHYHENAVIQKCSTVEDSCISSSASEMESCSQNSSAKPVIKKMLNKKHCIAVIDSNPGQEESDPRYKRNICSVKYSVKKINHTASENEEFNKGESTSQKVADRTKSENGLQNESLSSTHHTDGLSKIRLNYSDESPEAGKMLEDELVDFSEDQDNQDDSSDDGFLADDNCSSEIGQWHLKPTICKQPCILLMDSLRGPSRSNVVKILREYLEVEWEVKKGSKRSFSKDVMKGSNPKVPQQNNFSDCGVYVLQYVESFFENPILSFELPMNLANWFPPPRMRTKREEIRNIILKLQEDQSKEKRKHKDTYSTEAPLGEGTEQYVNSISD
PfGluPho inh: PfG6PD (Plasmodium falciparum) enzyme inhibition; PfGluPho enzyme, NADPH resazurin-diaphorase fluorescence; inhibition, % at 20 µM; actives 0.78% (n = 350,000);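 active means inhibition reaching at least a set limit at 20 µM in the primary screen, cut at about 59% in these data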;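 further: 0% = DMSO wells with substrate and 100% = DMSO wells lacking glucose-6-phosphate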
MPTP block: permeability transition pore inhibition | isolated mouse mitochondria, Ca2+ swelling absorbance, 30 min | inhibition, % at 10 µM | actives 1.4% (n = 360,000);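 active means inhibition of 50% or more, scaled per plate between neutral and stimulator controls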;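 further: 0% = DMSO wells given calcium and 100% = 1 mM EGTA wells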
* marks the source's active call; other numbers are inactive results; i = inactive; · = not tested or not shown.

Below each SMILES: hIAP activ | MPTP block | SENP6 inh | SENP1 FRET inh | PfGluPho inh | GRIN3A LBD mod | ATG4B inhibitor | SENP8 block
COc1cccc(/C=C2\Sc3ccc(C(=O)NCc4cccnc4)cc3N(C)C2=O)c1
→ 0.94 | 2.3 | -20 | -2 | 46 | -8 | -1 | -84
COc1ccc(S(=O)(=O)N2CCCCC2)cc1NC(=O)C1CC(=O)N(Cc2ccccc2)C1 (configuration not stated)
→ 1.1 | -0.2 | -11 | 0 | -13 | -1 | -39 | 11
Cc1cc(S(=O)(=O)n2cnc3cc([N+](=O)[O-])ccc32)ccc1Cl
→ 0.8 | 2.3 | 4 | 1 | 5 | 1 | -9 | 5
CCOC(=O)c1c(C)[nH]c(/C(C)=N/NC(=O)c2cccnc2)c1C
→ · | 0.1 | · | 2 | -11 | · | · | -11
C=CC(COCc1ccccc1)N([C@@H](Cc1ccccc1)C(=O)OC)S(=O)(=O)c1ccccc1Br (some centres not stated)
→ 1 | 0.8 | -16 | 0 | 11 | 0 | 0 | 2
CN1CCN(c2ccc(NC(=O)COc3ccccc3)cc2Cl)CC1
→ 1.1 | 1.2 | 0 | -5 | 12 | 1 | 2 | 5
COc1ccc(/C=C2\CCC/C(=C\c3ccc(OC)c(OC)c3OC)C2=O)c(OC)c1OC
→ 0.89 | -0.2 | -14 | -5 | 12 | 0 | 3 | 14
Cc1nn(C)c(C)c1S(=O)(=O)N(CC(=O)NC1CCCCCC1)c1ccc(C(C)C)cc1
→ 1.2 | -1.3 | -8 | 3 | -9 | 2 | 1 | 14
O=C(N/N=C/c1c[nH]c2c1ccc1ccccc12)c1ccc([N+](=O)[O-])cc1
→ 1.1 | -0.1 | 6 | 5 | 6 | 39* | -11 | 11
Cc1ccc(C(=O)C(C)OC(=O)c2cc3cc([N+](=O)[O-])ccc3oc2=O)cc1 (configuration not stated)
→ 0.86 | 1.3 | -6 | -1 | -11 | -8 | 2 | 18
COc1ccc(Oc2cn[nH]c2-c2ccc(OCC(=O)NN)cc2O)cc1
→ 1.8 | 0.4 | -8 | 1 | -19 | 1 | -5 | 10
COc1ccc(NC(=O)CCNS(=O)(=O)c2ccccc2F)cc1S(=O)(=O)N1CCOCC1
→ · | -0.6 | · | 0 | 1 | 0 | -10 | 1
CCc1ccc(C(=O)COC(=O)c2cncc(Br)c2)cc1
→ 1.2 | -0.7 | 15 | 2 | 12 | 1 | 3 | 6
Cc1ccc(CNC(=O)C2(C(F)(F)F)C/C(=C\Cc3ccccc3)CCCO2)o1 (configuration not stated)
→ 1 | -1.3 | -7 | -7 | 10 | -3 | -7 | 13
O=C(COC(=O)CCC(=O)c1ccc(F)cc1)Nc1ccc(F)cc1F
→ 0.99 | 2.1 | -14 | 2 | -17 | 0 | 5 | 22
Cc1cccc(N2CCN(C(=O)c3ccccc3SCC(=O)N3CCCC3)CC2)c1C
→ 0.86 | -0.5 | -15 | -1 | -21 | 1 | -7 | -108
Cc1ccc(C2c3c(oc4ccccc4c3=O)C(=O)N2c2nncs2)cc1 (configuration not stated)
→ 0.98 | 2.6 | -7 | 2 | 3 | -2 | -5 | 9
Cc1cc[n+](-c2nc3ccccc3nc2C(=C=[N-])C#N)cc1
→ 1 | -0.9 | 4 | -11 | -13 | 2 | -2 | -7
Cc1ccccc1C(=O)Nc1ccccc1N1CCCCC1
→ 1.4 | 3.1 | -27 | -2 | -1 | 0 | 10 | 6
COc1ccc(Oc2cccc(Cl)c2CNC(=O)CSCC(=O)O)cc1
→ 0.86 | 4.6 | -4 | -1 | 28 | 0 | 15 | 1

Reformatted as labelled records: 4 of the compounds above
Cc1ccc(C(=O)C(C)OC(=O)c2cc3cc([N+](=O)[O-])ccc3oc2=O)cc1 (configuration not stated)
  hIAP activ: 0.86; MPTP block: 1.3; SENP6 inh: -6; SENP1 FRET inh: -1; PfGluPho inh: -11; GRIN3A LBD mod: -8; ATG4B inhibitor: 2; SENP8 block: 18

COc1ccc(Oc2cn[nH]c2-c2ccc(OCC(=O)NN)cc2O)cc1
  hIAP activ: 1.8; MPTP block: 0.4; SENP6 inh: -8; SENP1 FRET inh: 1; PfGluPho inh: -19; GRIN3A LBD mod: 1; ATG4B inhibitor: -5; SENP8 block: 10

COc1ccc(NC(=O)CCNS(=O)(=O)c2ccccc2F)cc1S(=O)(=O)N1CCOCC1
  hIAP activ: ·; MPTP block: -0.6; SENP6 inh: ·; SENP1 FRET inh: 0; PfGluPho inh: 1; GRIN3A LBD mod: 0; ATG4B inhibitor: -10; SENP8 block: 1

CCc1ccc(C(=O)COC(=O)c2cncc(Br)c2)cc1
  hIAP activ: 1.2; MPTP block: -0.7; SENP6 inh: 15; SENP1 FRET inh: 2; PfGluPho inh: 12; GRIN3A LBD mod: 1; ATG4B inhibitor: 3; SENP8 block: 6

(cont.)
Below each SMILES: hIAP activ | MPTP block | SENP6 inh | SENP1 FRET inh | PfGluPho inh | GRIN3A LBD mod | ATG4B inhibitor | SENP8 block
COc1cc(C2C=C(Nc3ccccc3)C(=O)N2c2ccccc2)ccc1O (configuration not stated)
→ 0.87 | -4.6 | 6 | -82 | 31 | -8 | 1 | -163
Nc1ccc(CC2SC(=O)NC2=O)cc1 (configuration not stated)
→ 1 | 0.6 | -16 | 1 | -7 | -6 | -3 | 10
CN(C(=O)c1ccc2c(c1)CCN2S(C)(=O)=O)c1ccccc1
→ 1.1 | -1.2 | 9 | 3 | 7 | -2 | -5 | 11
CC(C(=O)N1CCc2ccccc21)N1CCc2ccccc2C1 (configuration not stated)
→ 0.89 | -0.3 | 11 | -40 | -9 | -2 | -5 | 29
Cc1cc(C(=O)OCC(=O)N2CCc3ccccc32)c(C)o1
→ 1.1 | 0.7 | 32 | -1 | -6 | -2 | -3 | 11
Cc1c(CNCCc2ccccc2Cl)c(C(=O)O)c(C)n1-c1ccccc1
→ 1.1 | 1.3 | 24 | -6 | -6 | 1 | 0 | 7
CS(=O)(=O)c1ccc2nc(NC(=O)c3ccc(Cl)nc3)sc2c1
→ 0.89 | -0.6 | 0 | -1 | 35 | 1 | 0 | -228
CC1CCC(C(C)C)C(OC(=O)C[n+]2cc(-c3ccc(Cl)cc3)n3c2CCC3)C1 (configuration not stated)
→ 1.4 | 32 | -8 | 1 | 4 | 0 | 10 | 16
CO/N=C(/CS(=O)c1ccc(Br)cc1)c1ccc(OC)cc1 (configuration not stated)
→ 0.89 | -2.0 | -3 | -2 | -6 | 1 | 8 | 33
Cc1cc(C)cc(Oc2ccc(C(F)(F)F)cc2C#N)c1
→ 0.89 | 3.2 | 0 | 1 | 9 | 3 | 1 | 14
CCCNc1nc(N)nc(-c2cc(Cl)ccc2OC)n1
→ 1.3 | -1.6 | 1 | 2 | -12 | 6 | 3 | 15
COc1ccc(S(=O)(=O)N2CCN(CCC(=O)Nc3ccccc3F)CC2)cc1
→ 1 | -1.2 | 13 | 0 | -12 | -1 | -6 | 14
Cc1cc2cc(CCNC(=O)C(C)C)c(=O)[nH]c2cc1C
→ 1 | -1.5 | -4 | -2 | 7 | -1 | -6 | -59
CC(OC(=O)c1ccccc1C(=O)N(C)Cc1ccccc1)C(=O)NC1(C#N)CCCCC1 (configuration not stated)
→ 0.94 | -2.7 | -7 | 0 | 7 | 0 | -6 | 9
COc1ccc(NC(=O)c2cccc(N3C(=O)C4CC=C(C)CC4C3=O)c2)c(OC)c1 (configuration not stated)
→ 0.92 | -0.9 | -2 | 2 | -10 | 1 | -9 | 12
Cc1ccc(OCCCC(=O)N2CCOCC2)cc1
→ 1.1 | 4.3 | -8 | 2 | -13 | 3 | -8 | 29
CS(=O)(=O)c1ccc(-c2nnc(NC(=O)c3ccco3)o2)cc1
→ 0.94 | -0.7 | -18 | 0 | 7 | 1 | -3 | -350
Cc1cc(C(F)(F)F)nn1CC(=O)N1CCCCC1C (configuration not stated)
→ 1 | -0.1 | -21 | -1 | -21 | 1 | -7 | 17
O=C(NCCN1CCCCC1)c1ccc(Oc2cc(Cl)cc(Cl)c2)o1
→ 0.9 | 15 | -27 | 0 | 4 | -1 | -2 | 30
COc1ccccc1NC(=O)c1ccc(CN2CCOCC2)cc1
→ 0.99 | -2.4 | -1 | 0 | -12 | 0 | -2 | 14
Cc1ccc(S(=O)(=O)Oc2ccc(/C=C3\C(=N)N4N=C(S(C)(=O)=O)SC4=NC3=O)cc2)cc1
→ 1.3 | 1.0 | 6 | -12 | -1 | 4 | 66* | -157
Cc1cccc(C)c1NC(=O)C(c1ccc(Cl)cc1Cl)N1CCCCC1 (configuration not stated)
→ 0.97 | -0.8 | -6 | 0 | -13 | 1 | -1 | 6
Cc1ccc(-n2cc(CCCCCCCCC(=O)O)nn2)cc1
→ 0.98 | -0.1 | -4 | 3 | -23 | -1 | -11 | 15
CNC(=O)CSc1nnc(C2CC2)n1-c1ccccc1
→ 1.1 | -1.8 | 8 | -1 | -8 | 0 | 7 | 7
Cc1ccccc1OCCCn1c(=O)sc2ccccc21
→ 0.96 | 0.5 | 4 | 2 | 29 | 7 | 6 | 10
O=[N+]([O-])c1cccc(NC(=S)NCc2ccncc2)c1
→ 1.2 | 0.2 | -11 | 2 | 79* | 1 | -2 | 8
Cn1c(-c2cc3ccc(OC(=O)C(C)(C)C)cc3oc2=O)nc2ccccc21
→ 0.89 | -3.1 | 0 | -36 | -2 | 1 | 3 | -267
CC1CCCC(NC(=S)Nc2cccc(S(=O)(=O)N(C)C)c2)C1C (configuration not stated)
→ 1.2 | 73* | 0 | 1 | 26 | -1 | 18 | 9
O=S1(=O)CCN(Cc2ccc(Cl)c(Cl)c2)CC1
→ 0.91 | -0.6 | 5 | 3 | -5 | -3 | -4 | 13
O=C(Nc1ccc(C(=O)c2ccc(C(=O)O)c(C(=O)O)c2)cc1)c1ccccc1
→ 1 | 0.8 | -8 | 3 | -3 | -1 | 1 | 4
CCCCNC(=O)N1CCc2ccccc2C1
→ 0.93 | 3.6 | -12 | -2 | 6 | 3 | -4 | 18
O=C(NCc1cc([N+](=O)[O-])ccc1O)c1cccnc1Sc1ccccc1Cl
→ 1 | 0.3 | 8 | -1 | -23 | -6 | 3 | 19
COc1ccccc1NC1=NC(C)(C)N=C(N)N1
→ 1 | 2.3 | 2 | 0 | -12 | 4 | -11 | 18
COc1ccc(N/N=C(/N=Nc2nc(C)cc(=O)[nH]2)c2ccccc2)cc1
→ 1 | 0.9 | 68* | 5 | -23 | -2 | 2 | 19
CCS(=O)(=O)Nc1c(C)n(C)n(-c2ccccc2)c1=O
→ 0.97 | 0.6 | 21 | 4 | 2 | 0 | -6 | 9
CCc1c(C)nc(N2CCN(c3ccccc3)CC2)[nH]c1=O
→ 1 | 1.3 | -5 | 2 | 0 | 0 | 4 | 3
COc1ccc(-c2sc3ccccc3c2C#CCO)cc1
→ 1 | 0.4 | -22 | -3 | 12 | -17 | 10 | i
O=C(O)c1ccc(Cl)c(S(=O)(=O)N(Cc2ccccc2)c2ccc(Cl)cc2)c1
→ 0.86 | 2.0 | 13 | 1 | -37 | -22 | 8 | 0

Six compounds from above, reduced to MPTP block, SENP8 block and PfGluPho inh.
SMILES	MPTP block	SENP8 block	PfGluPho inh
O=C(O)c1ccc(Cl)c(S(=O)(=O)N(Cc2ccccc2)c2ccc(Cl)cc2)c1	2.0	0	-37
COc1ccc(N/N=C(/N=Nc2nc(C)cc(=O)[nH]2)c2ccccc2)cc1	0.9	19	-23
CC1CCCC(NC(=S)Nc2cccc(S(=O)(=O)N(C)C)c2)C1C (configuration not stated)	73*	9	26
CCS(=O)(=O)Nc1c(C)n(C)n(-c2ccccc2)c1=O	0.6	9	2
Cc1ccc(S(=O)(=O)Oc2ccc(/C=C3\C(=N)N4N=C(S(C)(=O)=O)SC4=NC3=O)cc2)cc1	1.0	-157	-1
COc1ccc(-c2sc3ccccc3c2C#CCO)cc1	0.4	i	12

Rows were taken by chance; about 6.7% have a hit in one of these screens.
